# V1R ag counter = V1a receptor agonism, counter-screen for OXTR agonists; 320,000 compounds, 0.25% hits; P37288; CHO-V1R cells, Fluo-8 calcium fluorescence, agonist mode; 0% DMSO, 100% 3 nM vasopressin; activation, % at 3 µM;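 active = activation above the mean activation of all tested compounds plus 3 SD, per screening run, cut at about 20% in these data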;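 also: signal is peak over basal fluorescence ratio across a 100 second FLIPR read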
# CHO-K1 Ca antag = nonselective inhibitor or artifact in parental CHO-K1 cells; AID 602250; ATP-induced calcium, Fluo-8 fluorescence; inhibition, % at 3 µM; 360,000 compounds, 0.6% hits;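 active = inhibition above a per-plate cutoff, the plate's mean sample inhibition plus 3 SD, cut at about 24% in these data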;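 also: 0% = DMSO plus EC80 ATP and 100% = DMSO alone without ATP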
# TAAR1 agonist = agonists of human TAAR1; Q96RJ0; CHO RD-HGA16 TAAR1, Fluo-8 calcium fluorescence; vehicle wells 0%, saturating PEA agonist 100%; activation, % at 3 µM; 360,000 compounds, 0.99% hits; AID 624467;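 active = activation above the mean activation of all test compounds in the run plus 3 SD, cut at about 38% in these data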
# Target sequence (Q96RJ0 whole entry, looked up): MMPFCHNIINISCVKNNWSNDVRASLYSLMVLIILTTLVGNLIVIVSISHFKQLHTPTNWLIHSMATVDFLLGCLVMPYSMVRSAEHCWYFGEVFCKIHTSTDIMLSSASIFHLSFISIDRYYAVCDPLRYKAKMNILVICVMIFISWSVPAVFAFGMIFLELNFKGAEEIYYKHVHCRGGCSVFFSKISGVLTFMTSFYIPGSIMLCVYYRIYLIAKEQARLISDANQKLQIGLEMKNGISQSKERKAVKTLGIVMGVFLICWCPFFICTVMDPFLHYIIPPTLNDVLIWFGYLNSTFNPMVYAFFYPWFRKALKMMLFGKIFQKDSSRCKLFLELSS
#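 test system = CHO RD-HGA16 cells carrying human TAAR1 plus Gα16 | schedule = 17-24 h seeding, 75 min 37 °C dye, 30 min RT | compound dosing = 3 µM single concentration | control set = DMSO and PEA EC100 | replicates = n 1 | signal = Fluo-8 fluorescence, 5 s baseline then 140 s kinetic read | measure = percent activation vs PEA EC100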
# CHRM1 agonist = activates human CHRM1 receptor; CHO-K1 hM1, Fluo-8 calcium fluorescence, agonist mode; 0% DMSO, 100% acetylcholine EC100; 360,000 compounds, 0.33% hits; activation, % at 3 µM;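 active = activation above the run's mean compound activation plus 3 SD, cut at about 16% in these data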;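 also: peak over basal fluorescence ratio within a 140 s kinetic read after compound addition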
# Target sequence (P11229 whole entry, looked up): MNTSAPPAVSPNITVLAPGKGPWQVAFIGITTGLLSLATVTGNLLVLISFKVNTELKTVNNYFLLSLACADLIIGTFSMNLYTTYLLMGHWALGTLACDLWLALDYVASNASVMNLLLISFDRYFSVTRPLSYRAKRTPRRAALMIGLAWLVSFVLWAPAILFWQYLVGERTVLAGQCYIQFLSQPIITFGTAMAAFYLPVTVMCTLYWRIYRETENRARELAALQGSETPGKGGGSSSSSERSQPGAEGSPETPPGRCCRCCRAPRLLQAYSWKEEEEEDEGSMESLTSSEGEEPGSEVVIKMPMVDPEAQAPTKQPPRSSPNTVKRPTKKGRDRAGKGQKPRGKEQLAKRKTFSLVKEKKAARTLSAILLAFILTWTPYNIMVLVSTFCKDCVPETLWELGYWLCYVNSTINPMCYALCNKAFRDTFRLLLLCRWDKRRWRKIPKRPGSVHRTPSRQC
# TAAR1 antagonist = antagonists of human TAAR1; Q96RJ0; CHO RD-HGA16 TAAR1, Fluo-8 calcium fluorescence, antagonist; inhibition, % at 3 µM; 360,000 compounds, 1.5% hits; AID 624466;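 active = inhibition above a per-plate cutoff, the mean inhibition of test compounds on that plate plus 3 SD, cut at about 49% in these data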;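 also: 0% = DMSO plus EC80 beta-PEA response and 100% = DMSO alone without agonist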
#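 Test system: RD-HGA16 CHO cells with stable hTAAR1 and Gα16 / Probe or stimulus: EC80 β-phenethylamine stimulus / Times: seeding 17-24 h prior, 75-min 37 °C, 30-min RT dye loading / Detection: Fluo-8 calcium-sensitive fluorescence / Read-out basis: % inhibition scaled between DMSO and EC80 PEA controls / Repeats: singlicate, one well per test compound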
# CHO parental Ca = counter-screen: ATP calcium response change in parental CHO cells; parental CHO-K1, ATP-induced calcium, Fluo-8 fluorescence; inhibition, % at 5.6 µM; 330,000 compounds, 0.63% hits;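 active = inhibition above that plate's mean sample inhibition plus 3 SD, cut at about 26% in these data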;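 also: 0% = ATP-challenged DMSO wells and 100% = DMSO wells without ATP; some compounds past the cut are filed as inactive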
#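 Measured by: calcium-sensitive Fluo-8 fluorescence / Test system: CHO parental line / Controls: ATP-challenged DMSO wells low, unchallenged DMSO wells high / Measure: % inhibition / Compound: single nominal dose of 5.6 µM per compound / Replicates: single well per compound, no replicates / Reagent: ATP as calcium-mobilizing challenge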
# OXTR potentiator = potentiators of human oxytocin receptor; AID 2445; activation, % at 3 µM; CHO-OTR cells, Fluo-8 calcium fluorescence, potentiator mode; 0% = oxytocin EC15, 100% = EC100; P30559; 320,000 compounds, 0.061% hits;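 active = activation above that plate's cutoff, the mean activation of tested compounds plus 3 SD, cut at about 6.6% in these data, passing the limit was not always enough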;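 also: 100% uses oxytocin at 75 nM as the full agonist control; some results filed as inactive read as strong as hits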
#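 Material: human OTR in CHO cells. Compound: 3.0 µM, one dose. Timing: compound 6 min at room temperature before oxytocin, 100 s read. Evaluation: % activation of max/min ratio relative to oxytocin controls. Replication: single well per compound, singlicate. Signal: Fluo-8 calcium dye fluorescence.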
# CHO-K1 Ca PAM = nonselective activator or artifact in parental CHO-K1 calcium assay. 360,000 compounds, 0.02% hits. ATP EC20, Fluo-8 calcium fluorescence; 0% at ATP EC20, 100% at ATP max. activation, % at 3 µM;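 active = activation above the run cutoff, the mean activation of all test compounds plus 3 SD, cut at about 40% in these data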;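 also: peak over basal fluorescence ratio in a 140 s read after ATP addition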
# M1 ag parental = nonselective activator or artifact in parental CHO-K1 cells | 360,000 compounds, 0.48% hits | AID 602248 | Fluo-8 calcium fluorescence; scaled to maximal ATP response, vehicle zero | activation, % at 3 µM; in the data active = activation above about 15%;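 also: untransfected CHO-K1 host cells lacking M1 receptor as counterscreen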
# An asterisk follows results filed as active; . = no result given.
SMILES,V1R ag counter,CHO-K1 Ca antag,TAAR1 agonist,CHRM1 agonist,TAAR1 antagonist,CHO parental Ca,OXTR potentiator,CHO-K1 Ca PAM,M1 ag parental
CON(C)c1nc(OCC#N)nc(N(C)C)n1,2.3,1,2,-6,-20,-3,-9,14,0.2
O=[N+]([O-])c1cnccc1Nc1ccccc1,0.3,-20,0,-3,-12,-2,-11,15,-0.1
Cc1cc(C)nc(N2CCCC(C(=O)NCc3ccccc3F)C2)n1 (configuration not stated),2.5,-12,-1,0,2,-12,0,12,1.1
CC(C)C[C@H]1CNC(=S)N1CC1CCN(CCC2CCCC2)CC1,.,-10,-1,-11,11,.,.,14,0.1
COC(=O)c1sccc1NC(=O)Nc1cc(C)ccc1OC,.,-1,-1,-4,-4,.,.,13,0.1
CC(O)CNc1cc(N)c([N+](=O)[O-])cc1[N+](=O)[O-] (configuration not stated),0.7,-1,0,-8,7,-1,-2,1,0.5
CCCN1C(=O)C(O)(C/C(C)=N/O)c2ccccc21 (configuration not stated),0.5,7,0,-2,8,-2,-3,-9,-0.1
c1ccc2c(C(c3nnnn3-c3ccc4c(c3)OCCO4)N3CCOCC3)ccnc2c1 (configuration not stated),.,-26,1,.,-1,.,.,15,1.1
C=C1c2cc(CC)ccc2NC(=O)N1c1ccc(C)cc1,-0.4,-6,-2,-6,-20,-7,0,-2,-0.2
COc1ccc(Cc2nnc(NC(=O)CSc3ccc(C)cc3)s2)cc1OC,77*,-22,112*,61*,87*,-42,-28,42*,49*
O=[N+]([O-])c1nccn1CCCCCCN1CCOCC1,.,-5,0,-13,-15,.,.,7,0.1
CC(=O)OCN(C#N)c1nc(N(C)C)nc(N(C)C)n1,-0.4,-15,-3,-5,7,-9,-2,27,0.1
Cn1c2ccsc2c2ncn(Cc3ccccc3F)c(=O)c21,4.5,0,3,0,4,-8,-6,6,1.6
O=C(Nc1ccccc1)N1CCC(O)(c2cccc(C(F)(F)F)c2)CC1,1.0,-13,3,-1,-7,-17,-5,19,2.3
Cc1cc(C)nc(N/N=C/c2ccncc2)n1,0.9,-6,-2,-2,7,9,-8,0,0.3

# A few values from the entries so far.
# Entry for CC(=O)OCN(C#N)c1nc(N(C)C)nc(N(C)C)n1 in CHO-K1 Ca antag: -15
# Entry for CON(C)c1nc(OCC#N)nc(N(C)C)n1 in OXTR potentiator: -9

# Next section:
SMILES,V1R ag counter,CHO-K1 Ca antag,TAAR1 agonist,CHRM1 agonist,TAAR1 antagonist,CHO parental Ca,OXTR potentiator,CHO-K1 Ca PAM,M1 ag parental
Clc1cccc(OCCN2CCOCC2)c1,-0.1,11,8,-3,-6,-5,4,-4,-0.1
Cc1ccc(OCC(=O)Nc2cccc(S(=O)(=O)N3CCCCC3)c2)c([N+](=O)[O-])n1,4.3,-5,5,-4,-17,-16,-8,21,3.5
O=C(CCNS(=O)(=O)c1cccc(C(F)(F)F)c1)NC1CC1,-0.5,-8,11,-2,-16,-3,3,10,0.3
CCN1C(=O)CC(C(=O)OC)=C1C,0.0,-7,7,-4,9,-1,-5,-9,0.0
CCCN(C)C1CN(Cc2cn(Cc3ccccc3)nn2)S(=O)(=O)C1 (configuration not stated),.,-17,2,.,-21,.,.,2,0.2
CCCOc1ccc(S(=O)(=O)NCCN2CCOCC2)c2ccccc12,3.3,6,3,-3,3,0,-10,-7,0.1
CSc1cc(C)n(-c2ccccc2C)c(=S)c1C(C)=O,0.7,-18,5,-5,10,-8,-13,25,0.9
CCc1c(C)c2ccc(OCC(=O)N(C)C)c(C)c2oc1=O,0.3,0,5,-7,10,2,-10,0,0.3
CN1c2ccccc2C(=O)NC1c1ccc([N+](=O)[O-])s1 (configuration not stated),3.8,-15,10,0,-13,-11,-7,-3,2.4
Cc1nc(-c2cccc(NC(=O)c3ccc(Br)o3)c2)cs1,.,18,3,-4,10,.,.,-21,1.9
CCOC(=O)c1sc2nc(C)cc(C)c2c1N,-1.3,-3,1,-1,9,-13,5,-7,-0.2
O=[N+]([O-])c1cc(/C=N/O)ccc1SCc1ccccc1,-0.7,-14,0,-1,17,-4,-1,18,0.8
O=C(CCS(=O)(=O)c1ccc2c(c1)NC(=O)CO2)NCc1ccccc1,-0.5,4,1,-3,-16,-9,-2,-20,-0.3
C=CCNC(=O)COC(=O)c1cc(S(=O)(=O)N2CCCCC2)ccc1Cl,-0.3,5,0,-6,-19,-14,8,2,0.1
CCCN1CCc2c(sc(NC(=O)c3ccc(S(=O)(=O)N4CCN(C(=O)OCC)CC4)cc3)c2C(N)=O)C1,3.4,0,3,-3,-20,-2,-9,14,2.4
CN(Cc1cccc(Cl)c1Cl)C(=O)c1cccc(S(=O)(=O)N2CCN(Cc3ccccc3)CC2)c1,6.5,2,-2,4,-4,-1,-9,4,9.1
COC(=O)c1ccc(-c2noc(CN(C)Cc3ccncc3C)n2)cc1,6.2,-15,4,-2,8,-13,-16,-5,3.1
CC1Sc2ccc(S(=O)(=O)NCCc3ccccc3)cc2NC1=O (configuration not stated),4.7,-18,69*,0,3,-24,-9,8,7.7
Cc1ccc(S(=O)(=O)NCCSc2nncn2C)cc1,0.3,-16,0,-3,-11,-8,2,-9,0.2
CCCCCSc1nnc(C)c(=O)[nH]1,-0.3,1,.,-6,.,-3,-3,16,9.8
Oc1ccc(N2CCN(c3nnnn3-c3ccccc3)CC2)cc1,0.9,5,4,-5,4,-17,-5,1,0.3
O=C(/C=C/c1cccc([N+](=O)[O-])c1)NCc1cccnc1,1.2,-8,1,-5,-6,5,1,18,0.1
CCCC(=O)N1CCC1(C)C(=O)Nc1ccc(OC(F)F)cc1 (configuration not stated),.,-7,2,-3,-7,.,.,-7,0.5
COC(C)(C)[C@H](O)COc1c2ccoc2cc2oc(=O)ccc12,0.6,-7,8,-1,-10,-13,-6,10,0.6
CN(CCc1ccccn1)C(=O)c1ccc(OC(F)(F)F)cc1,0.5,-4,-1,-5,11,-5,-8,4,0.3
CCOc1ccc(S(=O)(=O)N2CCCC2)cc1,-0.2,-14,6,-8,7,-6,-6,24,1.0
Cc1oc2ccc(NS(=O)(=O)c3ccc(C(C)(C)C)cc3)cc2c1C(=O)Nc1ccccc1,0.2,-3,2,-4,37,-3,-17,13,0.6
COC(=O)/C(=C/c1ccc(F)cc1)NC(C)=O,0.9,-9,-3,1,-1,-6,-3,17,2.7
CCCNC(=O)c1cc(S(=O)(=O)N2CCc3ccccc32)ccc1F,-0.1,-9,3,5,9,-2,-1,7,0.9
Cc1ccsc1C(=O)OCC(=O)NCc1ccccc1,0.8,-2,4,-1,-5,-3,7,-1,-0.6
O=C1CC(NCc2ccccc2)C(=O)N1c1ccc(F)cc1 (configuration not stated),.,2,7,-5,-17,.,.,-13,-0.6
CC(C)CC(c1nnnn1Cc1ccccc1)N1CCN(C(=O)c2ccco2)CC1 (configuration not stated),0.4,-12,11,-5,9,-14,-2,5,1.7
Clc1ccc(-c2nc3c4ccccc4ccn3c2Cc2ccccc2)cc1,.,-2,-2,-1,-14,.,.,9,-0.5
Cc1nc(-c2cccc(NC(=O)c3cccs3)c2)cs1,0.0,-2,6,-4,15,-33,-8,7,1.7
O=C(NCCCn1cccn1)c1cc(COc2ccc(F)cc2Cl)on1,0.9,3,1,-6,-11,-8,-4,21,1.2
Cc1c(OC(C)C(=O)NCc2ccccn2)ccc2c3c(c(=O)oc12)CCC3 (configuration not stated),7.6,-4,2,-6,3,-14,-10,-13,7.0
Cc1ccc(C(C(=O)NCc2ccccc2)N(C(=O)c2csnn2)C2CC2)cc1 (configuration not stated),-0.8,-16,2,-1,-6,-10,-5,0,1.4
O=C(COC(=O)c1cc(S(=O)(=O)N2CCCC2)ccc1O)Nc1ccc(F)cc1F,6.0,6,8,1,-22,-15,-3,-1,0.6
O=C(CNC(=O)c1ccc2c(c1)S(=O)(=O)N=C1CCCCCN12)Nc1ccc(F)c(F)c1,0.4,-2,4,-5,-16,-20,1,1,0.5
CCCC(=O)N1CC2(CCC)CN(C(=O)CCC)CC(CCC)(C1)C2=O,-0.1,-5,8,-1,-3,-12,-2,20,0.2
CC(=O)Nc1cncc(-c2cnn(CC(C)C)c2)n1,.,-2,2,4,6,.,.,9,-0.1
O=C(c1ccccc1)c1cccc(C(=O)c2ccccc2)c1,-0.4,-2,.,-4,.,-16,-8,-11,-0.6
NS(=O)(=O)c1cccc(NC(=O)COC(=O)c2cc(Cl)ccc2[N+](=O)[O-])c1,-0.5,-13,8,-2,-5,2,4,17,2.0
CN(C)c1oc(COc2ccc(F)cc2)nc1C#N,-0.1,3,1,-5,-26,-5,-7,8,-0.1
Cc1c(C=O)c(=O)n(-c2ccccc2)n1C,1.5,-2,4,-7,4,-9,-9,0,0.2
CC(C)c1nc(CNC(=O)C2CCC(=O)N(CCc3ccc(Cl)cc3)C2)no1 (configuration not stated),0.3,3,0,-3,-10,1,-9,19,0.5
CCOc1ccc(NC(=O)Cn2sc3nc(C)cc(C)c3c2=O)cc1,4.9,6,.,1,.,46*,-10,4,5.0
CCN(CC)Cc1c(C(=O)N/N=C/c2cccc3ccccc23)nnn1-c1nonc1N,0.0,-17,0,-4,-8,-30,-8,-21,-1.1
COCCN(Cc1ccccc1)C(=O)Cc1ccc(S(=O)(=O)N2CCOCC2)s1,3.3,-10,3,-5,15,-23,-6,-6,0.9
CC1OC(COCc2ccccc2)Cc2[nH][nH]c(=O)c21 (configuration not stated),.,-10,0,.,5,.,.,5,0.5
CCOC(=O)Cc1ccc(NC(=O)c2ccccc2Br)cc1,-0.8,-10,4,-4,3,-13,-6,7,1.5
Cn1c(C2CCCCC2)nc2ccccc21,-2.0,21,-3,-11,-16,-1,0,-26,-1.3
CCOC(=O)NN1C(=O)c2ccccc2NC1c1ccc(OC)cc1 (configuration not stated),0.5,-1,7,-5,1,-10,-13,6,0.1
Cc1ccc(Cn2c(=O)c3ccccc3n3c(CCC(=O)NCCN4CCOCC4)nnc23)cc1,0.1,-13,.,-4,.,-4,-2,7,1.4
C[C@@H]1CN([C@@H](C)CO)C(=O)CCCn2nncc2CO[C@H]1CN(C)Cc1ccccc1,.,-4,4,-6,-9,.,.,12,0.2

# Entries listed above that bear a hit mark in CHRM1 agonist:
compound,CHRM1 agonist,OXTR potentiator
COc1ccc(Cc2nnc(NC(=O)CSc3ccc(C)cc3)s2)cc1OC,61*,-28
